Screening results (PubChem)
MDM2 E3 inh: MDM2-luciferase reporter signal enhancers, primary screen, MDM2 E3 ligase inhibitor project, cell-based, luminescence, 1536-well. E3 ubiquitin-protein ligase Mdm2 (Homo sapiens), Q00987. AID 1230, 2008. cell-based MDM2 ubiquitination luciferase reporter, 2 h; 0 = plate control, 100 = twice control, blank-subtracted. 210,000 compounds, 0.11% hits. signal enhancement, % at 5 µM;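 active means signal enhancement of 30% or more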;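 further: luminescence tracks abundance of the self-degrading MDM2-luciferase fusion protein; higher signal means inhibition of MDM2 E3 ligase activity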
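System: stable MDM2–luciferase fusion reporter cells / Input: 2000 cells seeded into each well / Schedule: 4 h settle plus 2 h compound, 37 °C / Compound: single-point 5 µM / Buffer or medium: cells held in DMEM / Benchmarks: control and blank well means / Evaluation: percent signal gain over controls, blank-subtracted / Measured by: luciferase luminescence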
PPC-1+TRAIL kill: compounds killing PPC-1 cancer cells with TRAIL present, primary screen, TRAIL potentiator project, ATPLite luminescence, uHTS; PPC-1 cells + TRAIL, ATPLite viability luminescence; cell killing (% activity), % at 4 µM; 220,000 compounds, 0.41% hits; AID 1443, 2008;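 active means cell killing above 50% in the first pass at 4 µM, then a duplicate retest at 5 µM averaging 50% or more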;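 further: plate controls were cells with TRAIL plus DMSO for no effect and medium-only wells lacking cells for full effect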
TRPML3 ag: human TRPML3 channel agonists, primary screen, cell-based, HEK293 TRPML3-YFP, Fluo-8 calcium fluorescence, 3 µM | AID 1448, 2008 | Mucolipin-3 (Homo sapiens), Q8TDD5 | 220,000 compounds, 0.29% hits | activation, % at 3 µM | 100% = the carbachol control signal;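 active means activation above its plate's cutoff, the mean activation of the plate's test wells plus 3 SD, cut at about 12% in these data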;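 further: 0% = DMSO only wells and 100% = carbachol wells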
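Test system: TRPML3-YFP stable HEK293 cells. Doses: single point at 3 µM. Incubation: dye loading 1 h 37 °C then 30 min ambient, 125 s read. Signal: Fluo-8 calcium dye fluorescence, ex 470-495, em 515-575 nm. Measure: percent activation from peak-to-basal fluorescence ratio, scaled between DMSO and carbachol.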
Runt-SMMHC FRET: inhibitors of RUNX1 Runt–CBFb-SMMHC binding, primary screen, biochemical, FRET, Cerulean-Runt, Venus-CBFb-SMMHC, uHTS; Runt-related transcription factor 1 (Homo sapiens) + Core-binding factor subunit beta …; Cerulean-Runt/Venus-CBFb-SMMHC FRET ratio 530/480, 1 h; inhibition, % at 20 µM; 220,000 compounds, 0.74% hits;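 active means mean inhibition across duplicate retests at 20 µM reaching about 50%, limit read from the data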;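 further: 0% = DMSO wells and 100% = wells with excess untagged CBFb-SMMHC; inhibitors lower the FRET ratio by blocking Runt binding to CBFb-SMMHC; some results filed as inactive read as strong as hits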
Target sequence (Q01196 whole entry, looked up): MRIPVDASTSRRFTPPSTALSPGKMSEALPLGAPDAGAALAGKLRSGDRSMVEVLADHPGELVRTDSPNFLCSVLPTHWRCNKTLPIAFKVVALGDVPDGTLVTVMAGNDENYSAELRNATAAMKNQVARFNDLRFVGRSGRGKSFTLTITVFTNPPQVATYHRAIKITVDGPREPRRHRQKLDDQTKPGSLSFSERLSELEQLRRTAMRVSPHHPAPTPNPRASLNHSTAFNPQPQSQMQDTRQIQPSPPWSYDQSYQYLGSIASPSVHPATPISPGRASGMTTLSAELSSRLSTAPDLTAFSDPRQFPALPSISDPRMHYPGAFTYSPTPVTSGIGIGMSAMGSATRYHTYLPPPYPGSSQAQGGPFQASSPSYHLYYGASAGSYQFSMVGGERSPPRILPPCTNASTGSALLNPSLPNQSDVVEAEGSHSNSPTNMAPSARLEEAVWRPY
Target sequence (Q13951 whole entry, looked up): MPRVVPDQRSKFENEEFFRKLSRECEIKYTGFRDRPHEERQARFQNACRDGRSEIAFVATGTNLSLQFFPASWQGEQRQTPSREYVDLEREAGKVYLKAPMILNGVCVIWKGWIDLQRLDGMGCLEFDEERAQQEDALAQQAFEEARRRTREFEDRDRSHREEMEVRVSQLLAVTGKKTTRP
TRPN1 ag: zebrafish TRPN1 channel agonists, primary screen, cell-based, HEK293, calcium fluorescence; transient receptor potential cation channel N1 (TRPN1/NompC), Danio rerio; HEK293 zebrafish TRPN1-YFP, Fluo-8 calcium fluorescence; 100% = response to 87 µM carbachol; activation, % at 3 µM; 220,000 compounds, 0.18% hits;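 active means activation above its plate's cutoff, the mean activation of test wells on that plate plus 3 SD, cut at about 19% in these data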;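 further: 0% = DMSO alone and 100% = 87 µM carbachol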
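Material: zebrafish TRPN1-YFP in HEK293 cells; Doses: single test compound dose, 3 µM nominal, 0.3% DMSO; Timing: dye loading 1 h at 37 °C, then 30 min room temperature; Technique: intracellular calcium fluorescence with Fluo-8; Benchmarks: high carbachol 87 µM, low DMSO alone.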
EBV gp42 inh: Epstein-Barr virus gp42 inhibitors, primary screen, biochemical, uHTS, fluorescence polarization; Glycoprotein 42 (Epstein-Barr virus (strain AG876)), Q1HVG2; Fluorescence polarization binding assay, mP read-out; inhibition, % (tested at 21.74 µM); 220,000 compounds, 0.42% hits; in the data active means inhibition above about 50%
Target sequence (Q1HVG2 whole entry, looked up): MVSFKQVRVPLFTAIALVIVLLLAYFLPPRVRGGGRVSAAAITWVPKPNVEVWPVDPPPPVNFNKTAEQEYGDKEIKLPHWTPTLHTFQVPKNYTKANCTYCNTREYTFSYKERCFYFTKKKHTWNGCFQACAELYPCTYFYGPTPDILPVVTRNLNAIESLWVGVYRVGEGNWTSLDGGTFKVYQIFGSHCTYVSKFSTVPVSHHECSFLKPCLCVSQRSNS
TNF necrop inh: inhibitors of TNF-alpha triggered necroptosis, primary screen, cell-based, Jurkat FADD-/-, single concentration; activation (protection from cell death), % at 10 µM; AID 463075, 2010; Jurkat FADD-/- TNF necroptosis rescue, ATP luminescence, 24 h; 0 = TNF only, 100 = no-TNF cells; 220,000 compounds, 0.068% hits;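 active means activation, meaning protection from cell death, of at least 50% relative to plate controls; inactive means activation below 50%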;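 further: necroptosis triggered by 40 ng/mL TNF-alpha added together with compound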
CHOP inh: inhibitors of CHOP promoter induction, primary screen, cell-based, unfolded protein response, luciferase reporter | CHO-K1 CHOP-promoter luciferase, tunicamycin-induced, 15-18 h | inhibition, % at 10 µM | 220,000 compounds, 3.8% hits | AID 2732, 2010;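 active means compounds that reduced the stress-induced luciferase reporter signal by more than about 70% of percent inhibition, limit read from the data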;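 further: 0% = tunicamycin plus vehicle and 100% = wells without tunicamycin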
p47phox inh: p47phox/p22phox peptide binding inhibitors, primary screen, biochemical, uHTS, NADPH oxidase regulatory subunit. Neutrophil cytosol factor 1 (Homo sapiens), P14598. fluorescence polarization, 2 h. inhibition, % at 24.7 µM. 220,000 compounds, 0.53% hits. AID 1274, 2008;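 active means inhibition above about 30%, limit read from the data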;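 further: 0% = p47phox with labelled peptide and 100% = labelled peptide alone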
* hit, by the source's call; nt = no result given; [ ] = remark or other dose.

#	SMILES	EBV gp42 inh	TRPML3 ag	CHOP inh	Runt-SMMHC FRET	MDM2 E3 inh	p47phox inh	PPC-1+TRAIL kill	TNF necrop inh	TRPN1 ag
1	CC(=O)c1cccc(NC(=O)C2C3C=CC(C3)C2C(=O)O)c1 (centres undefined)	-10	0.1	6	-4	8	0	18	0.3	1.8
2	COc1ccc(Cl)cc1NC(=O)C(C)Sc1nncn1C (centres undefined)	-18	0.5	14	0	-19	-4	5	0.2	0.5
3	O=C1CCCC2=C1C1(O)C(=O)c3ccccc3C1(O)O2 (centres undefined)	-5	2.3	-13	-2	-6	-5	1	-5.6	0.8
4	COc1ccc(C(=O)COC(=O)c2cccnc2SC)cc1	-12	0.1	-3	-5	-21	-10	-2	0.1	-0.2
5	COc1cc(N)ccc1Cc1ccc(N)cc1OC	-14	0.0	-19	4	-13	-5	-3	-2.6	0.3
6	O=c1cc(Nc2ccc3c(c2)OCCO3)[nH]c(=O)n1-c1ccc(Cl)cc1	-5	0.8	64	0	-4	-9	-6	-1.1	1.6
7	Cc1ccc(-c2noc(CCC(=O)Nc3cc(C)ccn3)n2)cc1	-16	0.1	25	-3	-20	-2	-26	2.0	-0.3
8	O=C(NCC(F)(F)F)Nc1ccccn1	-12	0.5	-3	-4	-8	-11	25	0.5	1.2
9	O=C(Nc1ncc(S(=O)(=O)c2ccc([N+](=O)[O-])cc2)s1)c1cccc2ccccc12	-19	1.2	63	0	-5	-1	20	1.2	0.7
10	Oc1c(C=Nc2ccccc2Cl)[nH]c2ccccc12	3	0.9	-13	-34	-10	-35	7	-3.7	-0.1
11	C(#CC1CCCC1)c1ccc2c(c1)COc1c3ccccc3nn1-2	-12	nt	-6	3	25	-7	14	2.1	nt
12	Cc1cc(Br)c(NC(=O)CCl)c(Br)c1	-17	0.4	-24	10	-2	-14	13	1.1	0.3
13	CCC(C)(C)C(=O)Nc1ccc(C(N)=O)cc1	-8	0.5	19	1	-19	-1	2	0.9	-0.9
14	CCCSc1nc(N)c2c3c(sc2n1)CN(C)CC3	-3	0.3	-6	38	-4	-10	24	-0.5	0.9
15	CCC(/C=C1\Sc2ccc(OC)cc2N1CC)=C\c1sc2ccc(OC)cc2[n+]1CCCS(=O)(=O)[O-]	-2	0.3	50	18	-20	-241	-5	-10	-1.5
16	COc1ccc(N=C2NN=C(c3ccc4c(c3)OCCO4)CS2)cc1	-22	0.1	-1	10	5	-19	3	-1.4	-0.6
17	CSc1ncc(C(=O)O)n1-c1ccc(F)cc1	-12	1.1	23	3	-11	6	13	0.3	0.7
18	CN1C(=O)NC(c2ccccc2)C2=C1CN(c1ccc3ccccc3c1)C2=O (centres undefined)	-2	0.7	96*	-3	-15	25	0	-6.7	1.4
19	Cc1[nH]c2ccccc2c1/C=N/n1cnnc1	-13	1.1	35	-5	3	-5	2	-2.1	1.7
20	CCCCNC(=O)Nc1ccccc1C(=O)NCCC	-5	0.2	-24	2	-2	1	15	-1.4	-0.2
21	CS(=O)(=O)NCc1ccc(C(=O)NCCOc2ccccc2)cc1	-6	-0.2	-11	-5	0	-4	12	-0.9	-0.3
22	COc1ccc(CN2C(=O)c3ccccc3C2C(=O)NC2CCC(C)CC2)c(OC)c1 (centres undefined)	6	-0.2	9	1	1	-7	8	-0.6	-0.9
23	COc1ccc(OCC(O)CNC(=O)Nc2ccc(C(C)(C)C)cc2)cc1 (centres undefined)	-9	-0.9	20	0	-9	-7	6	2.5	-1.3
24	CC(=O)c1sc(NC(=O)COc2ccc(C)c(C)c2)nc1C	-14	0.6	27	-3	3	-28	13	1.8	-0.3
25	CCc1nnc(NC(=O)c2ccc(Cl)nc2)s1	-4	-0.9	-15	-3	-6	-9	27	0.4	0.1
26	Cc1nn(-c2ccccc2)c(Cl)c1/C=C1\C(=O)N(C)C(=S)N1C	-18	-1.2	53	-7	-6	-17	24	-3.1	-2.1
27	COc1cc(C)c(C#N)c(OC)n1	-18	0.9	30	0	-16	5	3	-0.2	0.9
28	CC1CCN(c2nc3c(c(=O)[nH]c(=O)n3C)n2Cc2ccccc2Cl)CC1	-5	0.2	55	7	-5	-13	nt	-2.0	0.7
29	CCn1c(/C=C/c2c[nH]c3ccccc23)nc2ccccc2c1=O	-14	0.2	46	0	1	-8	17	0.7	1.4
30	Cc1ccc2c(c1)nnn2C1CCN(S(C)(=O)=O)CC1	-7	1.4	-4	-6	-13	-11	-2	-1.7	0.6
31	CC(=O)Nc1ccc2c(CSc3nnc(-c4cccnc4)n3-c3ccc(C)cc3C)cc(=O)oc2c1	-21	0.7	20	49	-10	-19	22	3.0	-1.8
32	Cc1ccc(S(=O)(=O)NC(=O)COc2ccccc2)cc1	1	1.3	20	-2	-3	nt	19	0.4	0.9
33	COC(=O)CSc1nc(C2CC2)nc2ccccc12	-10	0.4	22	0	-31	-1	16	2.0	0.8
34	Cc1nc(NC(=O)C2CC2)sc1C(=O)N(C)C	-20	0.1	0	2	-5	-1	6	-0.8	0.2
35	Cc1cccc(C2c3[nH]c4ccccc4c3CCN2Cc2ccc(C)s2)n1 (centres undefined)	-18	0.5	-1	-1	-15	-11	2	0.9	-0.2
36	O=C(NCc1ccco1)c1cc([N+](=O)[O-])ccc1N1CCCCC1	-24	0.1	0	-9	-4	-13	21	1.6	-1.4
37	Cc1nn(-c2ccccc2)c(C)c1C(=O)OCC(N)=O	-14	1.1	1	1	-12	1	26	0.3	0.4
38	CCOc1ccc(NC(=O)Cn2nnc(-c3ccccc3F)n2)cc1	-16	-0.1	0	4	-10	5	19	-1.3	-0.8
39	CCOc1ccc(NC(=S)N(CCc2c(C)[nH]c3ccc(C)cc23)Cc2cccnc2)cc1	-11	0.2	-25	2	nt	-24	4	3.9	-1.6
40	Cc1ccc(-n2cc(C(=O)c3ccccc3O)cn2)cc1	-18	-0.2	63	-8	-13	-22	31	-1.4	3.3
41	Nc1ncnc(Nc2ccccc2Cl)n1	-5	1.0	6	0	-7	8	-8	-1.3	1.6
42	COc1cc(NC(=O)c2ccc3c(c2)OCO3)c2ncccc2c1	-19	0.9	10	-1	-22	-96	35	1.1	-1.1
43	CC(=O)Nc1nc(C)c(C(C)C)s1	-11	0.3	5	2	-5	-8	-3	-0.3	0.4
44	COc1cccc(-c2nc(NC(C)(C)C)c3ccccc3n2)c1O	-16	-0.1	27	7	4	-14	11	-0.1	2.1
45	COc1cccc(NS(=O)(=O)c2ccc(OC)c(OC)c2)c1	1	0.6	11	0	-3	-6	-8	0.7	0.2
46	CCCn1c2ccccc2c2nnc(SCc3[nH]c(=O)[nH]c3C(=O)CCCCC(=O)OCC)nc21	-8	-0.7	6	-7	-8	12	-16	1.8	-0.7
47	NC(=O)CSc1nnc(COc2ccccc2)n1CCc1ccccc1	-14	0.6	-11	-1	-11	-7	16	-3.1	0.9
48	Cc1cc(C(=O)N/N=C/c2ccc(N(C)C)cc2)c2ccccc2n1	-9	0.1	3	-1	-3	-7	nt	-3.0	0.0
49	CCN(CC)C(=O)Nc1ccccc1C	-18	0.6	14	2	-12	-14	6	-0.4	0.1
50	COCCN(C(=S)Nc1c(C)cccc1C)C(C)c1cccnc1 (centres undefined)	-7	0.7	27	8	2	-13	-6	-0.9	1.8
51	COC(CNC(=O)c1ccc2c(c1)ncn2-c1cccc(F)c1)OC	0	0.4	32	-1	-4	2	-7	1.2	0.0
52	COC(C[C@@H](O)CC(=O)[C@@H](C)OCc1ccccc1)OC	-20	nt	-7	0	-4	-4	21	1.2	nt
53	CN(C)c1nc(Oc2ccc(OCCOc3ccccc3)nn2)nc(N(C)C)n1	-2	0.2	6	1	-6	1	15	-1.3	1.4
54	COc1cc(SC)ccc1C(=O)Nc1ccc2c(c1)OCCO2	-10	0.4	32	0	-62	-15	68*[5 µM]	-1.8	0.2
55	OCC(CO)(CO)NCc1ccc(-c2ccccc2)cc1	-23	1.3	9	2	-11	-27	-8	3.7	0.4
56	COc1ccc(CSCC(=O)N/N=C/c2ccccc2OCc2ccccc2)cc1	-26	-0.5	37	-3	-11	-10	17	-1.1	-1.7
